Compound activity from PubChem.
PPARg SRC3 recr: PPARgamma-driven SRC-3 recruitment agonism. AID 731. biochemical PPARgamma/SRC-3 coactivator recruitment assay. P37231. activation, % at 8 µM. 0.26% of 200,000 active; in the data active = activation above about 23%;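 note: 0% = DMSO and 100% = reference agonist; some compounds past the cut are filed as inactive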
Target sequence (P37231 whole entry, looked up): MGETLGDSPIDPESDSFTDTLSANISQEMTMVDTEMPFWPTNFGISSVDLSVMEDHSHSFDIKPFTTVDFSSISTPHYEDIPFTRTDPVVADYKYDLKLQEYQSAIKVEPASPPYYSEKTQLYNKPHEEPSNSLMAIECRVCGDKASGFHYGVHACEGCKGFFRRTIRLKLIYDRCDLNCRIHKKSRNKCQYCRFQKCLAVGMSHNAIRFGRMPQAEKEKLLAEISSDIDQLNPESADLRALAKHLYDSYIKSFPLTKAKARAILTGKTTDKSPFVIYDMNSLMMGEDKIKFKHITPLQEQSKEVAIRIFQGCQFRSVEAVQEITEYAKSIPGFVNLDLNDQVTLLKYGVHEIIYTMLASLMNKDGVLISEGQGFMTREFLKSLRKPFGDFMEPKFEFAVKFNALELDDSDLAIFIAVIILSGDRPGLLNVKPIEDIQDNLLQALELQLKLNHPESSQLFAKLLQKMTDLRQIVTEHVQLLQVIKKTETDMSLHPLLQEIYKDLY
bIAP inh: blocks bovine intestinal alkaline phosphatase activity; AID 1019; purified bovine IAP, CDP-star luminescence, 30 min; inhibition, % at 20 µM; 190,000 tested, under 10 active;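 active = over 50% inhibition of intestinal alkaline phosphatase at 20 µM in the single-dose screen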
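test system = bovine IAP enzyme | medium = DEA buffer 100 mM, pH 9.8, with MgCl2 1.0 mM, ZnCl2 0.02 mM | detection = luminescence | dosing = single compound dose of 20 µM, 2% DMSO final | incubation = 30 min reaction at room temperature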
HMGR II inh: E. faecalis class II HMG-CoA reductase inhibition | 0.41% of 190,000 active | purified E. faecalis HMGR, NADPH absorbance 340 nm kinetic | inhibition, % at 10 µM;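 active = inhibition above a set limit, the median over all tested compounds plus 3 SD, cut at about 9.5% in these data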;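 note: enzyme runs in reverse so mevalonate oxidation gives rising NADPH absorbance; 0% = complete reaction with DMSO and 100% = background rate lacking mevalonate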
L major viab: inhibitors of Leishmania major promastigote growth | Leishmania major promastigotes, resazurin fluorescence viability | inhibition, % at 10 µM | 9% of 200,000 active | AID 1063; in the data active = inhibition above about 50%;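 note: promastigotes grown with compound for 44 hours at 28 °C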
ROMK primary: modulators of human ROMK potassium channel | AID 1918 | B-score at 10 µM | Tet-inducible ROMK, thallium flux fluorescence; actives lie on both sides | P48048 | 2% of 130,000 active;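 active = signal ratio slope over the read window, or its plate-corrected B-score, at least 3 SD from the plate mean, either direction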;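 note: B-score of the F/F0 ratio slope over 7 to 12 s after thallium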
PPARg SRC-2 ag: PPARgamma-driven SRC-2 recruitment agonism; PPARgamma LBD-SRC-2 recruitment, biochemical; 0.34% of 200,000 active; AID 1032; P37231; activation, % at 8 µM; in the data active = activation above about 22%;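 note: 0% = vehicle and 100% = reference agonist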
S1P3 antagonist: S1P3 (human) receptor antagonism; Q99500; CHO S1P3 NFAT-BLA reporter, FRET fluorescence, antagonist mode; inhibition, % at 4.98 µM; 0.27% of 170,000 active;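 active = inhibition above the plate cutoff, the mean inhibition of test wells on that plate plus 3 SD, cut at about 28% in these data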;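 note: cells challenged with S1P at its EC80 of 0.8 µM; blue over green emission ratio from cleaved BLA substrate after 4 h stimulation; 0% = S1P-stimulated wells and 100% = unstimulated DMSO-only wells; some compounds past the cut are filed as inactive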
Target sequence (Q99500 whole entry, looked up): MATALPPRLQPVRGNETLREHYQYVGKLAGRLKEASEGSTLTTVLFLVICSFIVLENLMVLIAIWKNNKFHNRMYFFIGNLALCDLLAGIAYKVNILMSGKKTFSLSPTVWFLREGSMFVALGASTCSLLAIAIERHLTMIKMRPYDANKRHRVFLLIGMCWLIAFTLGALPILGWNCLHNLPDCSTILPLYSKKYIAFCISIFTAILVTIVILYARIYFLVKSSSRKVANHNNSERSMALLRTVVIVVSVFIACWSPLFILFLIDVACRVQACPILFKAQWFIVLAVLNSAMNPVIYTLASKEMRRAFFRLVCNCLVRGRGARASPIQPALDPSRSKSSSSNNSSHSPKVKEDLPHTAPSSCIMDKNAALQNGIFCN
PPARg SRC1 recr: PPARgamma-driven SRC-1 recruitment agonism; P37231; PPARgamma-SRC-1 coactivator recruitment biochemical assay; activation, % at 8 µM; 0.41% of 200,000 active; in the data active = activation above about 19%;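 note: 0% = DMSO and 100% = reference agonist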
DTT redox prof: compounds producing H2O2 with reducing agent – biochemical, NIH compound library profiling, artefact control for MLSCN library redox annotation, primary screen; 0.03% of 200,000 active; activation, % at 10 µM; AID 878; DTT-dependent redox cycling H2O2, phenol red/HRP absorbance; 100% = 100 µM peroxide control, 0% = buffer;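 active = activation of at least 50% relative to the plate's high and low controls in the primary single-dose screen; inactive = activation below 50%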;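 note: compound incubated with DTT at 0.8 mM final as the reducing agent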
RAM network inh: blocks the yeast RAM network; inhibition, % at 50 µM; 1.8% of 190,000 active; S. cerevisiae dse1pr::URA3 reporter, 5-FOA growth OD615, 2 d; analog-sensitive cbk1-as2 kinase mutant strain;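 active = inhibition above a set limit, 3 SD over mean compound inhibition, cut at about 8.4% in these data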;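 note: 0% = DMSO-only wells with no growth and 100% = 10 µM 1-NA-PP1 full growth; inhibition rescues growth on 5-FOA so higher OD means more RAM inhibition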
TR-FRET SRC-2 ct: flags TR-FRET format artefacts in PPARgamma SRC-2 recruitment agonist screen. TR-FRET artefact counter-screen; stronger effect = higher value. TR-FRET ratio at 8 µM. 0.4% of 200,000 active. AID 1049; in the data active = TR-FRET ratio above about 2000; note: inactives centre near 1500
* = called active by the depositor; . = no result given.

SMILES	PPARg SRC3 recr	bIAP inh	HMGR II inh	L major viab	ROMK primary	PPARg SRC-2 ag	S1P3 antagonist	PPARg SRC1 recr	DTT redox prof	RAM network inh	TR-FRET SRC-2 ct
CN(C)/C=C(\C#N)C(=O)Nc1ccc(O)cc1F	4	3	-2	1	0.8	8	-11	13	-0.1	0.0	1617
COc1ccccc1N1CCN(C2CCN(S(=O)(=O)c3ccc(NC(C)=O)cc3)CC2)CC1	2	-6	1	-2	.	1	-12	14	-1.2	0.8	1462
Cc1cc(=O)oc2cc(OC(=O)c3cncc(Br)c3)ccc12	-1	-14	-2	-1	0.068	2	-4	9	-0.9	0.4	1552
COc1cc(/C=C/c2c([N+](=O)[O-])c(=O)n(C)c(=O)n2C)cc(OC)c1OC	-13	1	3	79*	0.87	-5	.	-2	0.0	3.1	1415
Cc1nnc(SCC(=O)NC(C)(C)C)n1NCc1c(F)cccc1Cl	0	7	0	-3	-0.018	5	22	-1	-1.0	0.9	1602
Cc1csc(NC(=O)c2cc3c(s2)CCCCC3)n1	-5	9	1	47	.	-1	.	-5	0.1	1.6	1478
COc1ccc(OC)c(/C=N/NC(=O)c2ccc(Cn3cc([N+](=O)[O-])cn3)o2)c1	-1	5	-2	10	-0.011	-10	-2	0	-0.1	3.8	1477
CCC1CCCCN1C(=O)CSc1nc(C)cc(C)n1 (centres undefined)	4	0	-1	11	0.25	-1	-6	0	-1.6	-1.4	1439
COc1ccc(-c2noc(CCC(=O)NCCCN3CCN(c4ccc(F)cc4)CC3)n2)cc1	3	0	-2	14	1.7	11	0	7	-0.5	0.2	1442
CCNC(=S)NNC(=O)c1cc(-c2cc(C)ccc2C)nc2ccccc12	4	-34	-4	1	0.38	3	.	6	-4.8	1.5	1448
O=C1Nc2ccc(S(=O)(=O)N3CCOCC3)c3cccc1c23	2	9	0	-1	-0.026	2	-9	0	1.1	0.8	1334
COc1ccc(CC(=O)NCc2ccc3c(c2)OCO3)cc1	-1	10	2	-2	1.5	-4	.	2	0.1	0.1	1430
CCN1CCN(C(=O)CCNC(=O)Cn2ccc3ccccc3c2=O)CC1	-5	2	-7	-8	0.53	-1	.	3	0.2	0.4	1446
CSc1nc(N)nc(SCC(=O)OC(C)C)c1C#N	8	20	-8	6	-0.63	1	.	0	-3.5	-0.4	1566
CN(c1ncc(C(F)(F)F)cc1Cl)n1cc(C(N)=O)c2ccccc2c1=O	10	13	-1	2	0.78	12	.	1	0.0	0.3	1620
COc1ccc(NC(=O)c2cnn3c(C(F)(F)F)cc(-c4ccco4)nc23)cc1OC	9	12	-4	12	1	12	0	-6	-1.1	0.5	1455
CCCc1cc2c(cc1NC(=O)c1ccccc1C)OCO2	-6	9	2	6	-0.15	-2	.	-9	-4.2	2.5	1370
Cc1cccc(NC(=O)CCCN2C(=O)c3cccc4cccc(c34)C2=O)c1	-1	8	0	-1	.	-2	.	-6	-3.8	5.7	1393
COc1ccc(N=c2scc(-c3ccc(S(=O)(=O)N4CCOCC4)cc3)n2CCCO)cc1	2	7	-1	-8	.	2	34	4	0.4	3.1	1645
c1ccc(Nc2nc(-c3cccnc3)cs2)nc1	8	-4	-1	4	-0.61	-1	-36	5	-2.4	-0.3	1564
O=C1NCCN(Cc2ccc(Cl)c(F)c2)C1CC(=O)N1CCCCO1 (centres undefined)	1	-1	2	-3	-0.36	7	-3	-2	-0.4	0.7	1515
O=C(CN1C(=O)CCC1=O)Nc1cccc2c1C(=O)NC2=O	-3	1	-5	-11	-0.9	1	-12	0	-3.5	2.9	1361
CCOc1ccc(/C=N/Nc2ccc(C(F)(F)F)cc2[N+](=O)[O-])cc1O	5	-10	-8	-5	0.61	6	-13	8	1.7	3.4	1768
Cc1cc(C)c(S(=O)(=O)c2cccc(Cl)c2)c(Cl)n1	-2	8	3	4	-0.018	-7	-10	-5	-0.7	1.2	1407
CC(C)C(=O)N1CCN(c2ccc(NC(=O)c3ccc4c(c3)OCCO4)cc2)CC1	-3	-5	-8	-5	0.071	-1	-11	0	-0.5	3.0	1620
Cc1ccc(C)c(CN2C(=O)c3ccccc3S(=O)c3ccc(C(=O)N4CCN(c5ccccn5)CC4)cc32)c1 (centres undefined)	3	-5	0	35	-1.3	6	-4	6	-0.1	1.6	1713
Cc1nc(Nc2ccc(Cl)cc2Cl)sc1C(=O)Nc1ccccc1	3	6	-6	-4	0.17	0	3	2	0.4	0.5	1743
Cc1ccccc1Cn1nc(C)c(NC(=O)C2(C)CC2(Cl)Cl)c1C (centres undefined)	4	15	-1	-3	-0.29	-3	-2	-2	0.0	0.7	1430
COCCn1nnnc1C(c1cc2cc(C)ccc2[nH]c1=O)N1CCc2ccccc21 (centres undefined)	-9	7	-6	-4	0.96	-1	.	-3	0.2	3.3	1462
Cc1ccc2oc3c(c(=O)c2c1)C(c1cccc(O)c1)N(c1ccccn1)C3=O (centres undefined)	3	12	-3	6	.	9	-5	2	-3.0	5.1	1621
COCCn1c(-c2ccccc2F)n[nH]c1=S	3	0	-7	-3	.	9	-30	-3	2.0	3.1	1409
COc1cc(Cn2c(-c3nonc3N)nc3ccccc32)ccc1C	5	8	-4	11	.	10	6	7	2.1	2.5	1528
Cc1cnc2c(C(=O)O)cnn2c1	2	4	4	-6	0.24	1	5	-9	-0.8	2.0	1586
CCCOc1ccc(-c2nn(-c3ccccc3)cc2/C=C2\SC(=S)N(C3CCS(=O)(=O)C3)C2=O)cc1 (centres undefined)	-5	18	-3	4	.	0	.	-2	4.5	6.3	1442
COC(=O)C(C)Oc1cc(OC(C)C(=O)OC)c2c(C)c(Cl)c(=O)oc2c1 (centres undefined)	0	4	-2	1	-0.52	2	-6	2	-0.1	1.5	1459
CCOc1ccc(-c2nn[nH]n2)cc1	-4	4	-1	-6	.	-1	-6	0	20	3.4	1318
Nc1nc2ccccc2nc1N	0	-2	-3	-7	.	6	-6	5	0.6	-0.3	1399
COc1ccc(CN(CCC#N)C(=S)NC(=O)c2ccccc2)cc1	1	31	1	60*	0.45	1	.	-5	-3.0	-0.8	1598
O=C(NCCC1=CCCCC1)C1CCN(C(=O)c2ccc(Cl)cc2)CC1	-1	2	0	-5	.	4	.	1	1.2	-1.0	1494
Cc1ccc(S(=O)(=O)Nc2cc(C(=O)N3CCOCC3)ccc2N2CCCCC2)cc1	3	-5	-1	19	-1.6	0	11	3	-0.6	1.0	1701
COc1nc(N(C)C)nc(-n2nnc(C(C)=O)c2C)n1	-9	6	-4	3	0.45	-2	0	1	0.0	0.7	1417
COC(=O)c1ccccc1NC(=O)CN(C)S(=O)(=O)c1ccc(OC)c(C)c1	5	10	-5	-5	.	11	-10	6	0.1	2.8	1555
Cc1cc(NC(=O)CSc2n[nH]c(=O)[nH]c2=O)ccc1Br	4	9	1	0	0.22	-5	-8	-9	0.4	1.7	1404
Cc1nn(CC(=O)NNC(=S)Nc2ccccc2)c(C)c1[N+](=O)[O-]	5	-25	2	-8	.	7	.	3	-1.5	0.8	1586
CC(CC(=O)Nc1ccc(C(N)=O)cc1)c1ccccc1 (centres undefined)	5	5	1	26	.	1	-14	2	-0.5	2.2	1520
COC(=O)c1ccc2c(=O)n(CC3CCCO3)c(SCC(=O)Nc3ccccc3OC)nc2c1 (centres undefined)	-3	-1	3	41	-0.082	-11	12	-10	1.5	4.0	1420
CS(=O)(=O)N(CCc1ccccc1)CC(=O)Nc1ccc(OCc2ccccc2)cc1	0	0	-1	-2	.	4	.	2	0.8	8.0	1489
Nc1ccc2nc3n(c(=O)c2c1)CCC3	.	22	-9	-1	.	.	-14	.	-1.8	1.5	.
C#CCOCCOCCOCCNc1nc(N2CCOCC2)nc(N2CCN(C(=O)[C@H](Cc3ccc(O)cc3)n3cc([C@@H](N)CC(C)C)nn3)CC2)n1	0	-7	1	-1	.	0	-47	0	-1.0	1.4	1621
Cc1cc(C(=O)CSc2nnc(C3COc4ccccc4O3)n2C)c(C)n1-c1ccc(F)cc1 (centres undefined)	3	-7	-4	-1	.	8	-18	14	0.6	1.5	1746
C#CCNc1nc(C(C)C)nc2c1nnn2Cc1ccccc1F	0	22	-3	7	.	8	-8	2	-1.6	1.6	1570
Cc1csc(NC(=O)c2ccc(C)c([N+](=O)[O-])c2)n1	1	24	-1	15	-0.78	4	1	-1	0.0	0.4	1360
COc1ccc2c(=O)c(C(=O)O)c(-c3ccc4c(c3)OCO4)n(C)c2c1	1	20	0	-6	0.11	-6	-3	3	-0.1	6.9	1455
CCNC(=S)NCc1ccc(OC)c(OC)c1	-1	-1	-6	0	0.0053	-2	-9	1	10	1.2	1416
Clc1ccc(SCCCCN2CCOCC2)cc1	6	47	-4	97*	0.026	9	9	5	-0.9	-0.1	1642
COc1cccc(NC(=O)COC(=O)Cc2ccccc2[N+](=O)[O-])c1	-3	-15	-5	16	1.1	-4	-10	0	0.1	0.4	1466
O=C(CSc1nn(-c2ccc(F)cc2)c(=S)s1)NC(=O)NCc1ccco1	-5	16	-2	7	.	-3	-9	-9	2.9	1.5	1465
COC(=O)c1ccc(OC)c(-c2c(OC)cc(OC)cc2OC)c1	-2	9	1	-2	0.2	8	-2	-5	-0.2	0.1	1594
O=C(CN1C(=O)COc2ccccc21)N(CCCN1CCOCC1)CC1CC=CCC1 (centres undefined)	-9	0	0	14	0.023	1	-29	-8	0.7	2.8	1197
c1ccc2[nH]c(N3CCOCC3)nc2c1	0	5	-6	-4	.	7	27	7	-1.3	0.1	1750

The listing continues.
SMILES	PPARg SRC3 recr	bIAP inh	HMGR II inh	L major viab	ROMK primary	PPARg SRC-2 ag	S1P3 antagonist	PPARg SRC1 recr	DTT redox prof	RAM network inh	TR-FRET SRC-2 ct
Cc1ccccc1C(=O)NC(CC(C)C)C(=O)Nc1ccc(S(N)(=O)=O)cc1 (centres undefined)	4	-4	-3	3	-0.44	5	-16	9	-0.9	-0.1	1775
COc1cc(NC(=O)COC(=O)/C=C/c2c(C)nn(C3CCS(=O)(=O)C3)c2Cl)cc(OC)c1OC (centres undefined)	-5	0	1	-1	-0.55	-2	.	-3	-1.0	1.9	1487
COc1ccc(C)cc1S(=O)(=O)N1CCC(C(=O)N2CCN(C)CC2)CC1	2	11	-6	18	.	-4	0	5	-0.7	0.5	1645
O=C(NC(=S)Nc1cccc2ncccc12)c1ccco1	3	16	5	-10	1.1	2	-21	11	-0.8	1.1	1517
CCSCCOC(=O)C1=C(C)NC(=O)NC1c1ccccc1 (centres undefined)	-6	12	-1	8	.	-8	-8	6	-1.5	1.4	1549
